SNCA expr inh: SNCA gene expression inhibition; Potency, µM (doses to about 57.2 µM), inactives show at the top dose activity change, negative = inhibition, hits mostly inhibitors; HEK-293 SNCA-luciferase knock-in, luminescence, 24 h; AID 1671194; actives 0.17% (n = 140,000);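 note: potency is the fitted concentration of half-maximal effect; plate controls were DMSO cells for no effect and cell-free wells for full effect; nearly all actives have a fitted effect of over 45% in size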
HEK293 viab: cell viability loss counter-screen. actives 0.12% (n = 150,000). HEK-293-SNCA-luc viability, GF-AFC fluorescence, 24 h. Potency, µM (series often up to 57.1 µM), without a hit: at the top dose activity change, negative = cytotoxicity, most hits filed as cytotoxic. AID 1671193;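 note: potency is the fitted concentration of half-maximal effect; 0% = DMSO-treated cells and -100% = medium-only wells without cells; nearly all actives have a fitted effect of over 30% in size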
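Cytotoxicity counterscreen: after 24 h compound treatment of genome-edited SNCA-luciferase HEK-293 cells, live-cell protease substrate GF-AFC read by fluorescence after 30 min; activity scaled between DMSO (0%) and medium-only (-100%), curves Hill-fitted.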
GPT2 inh: blocks human glutamate pyruvate transaminase 2; Potency, µM (titrated, usually from 57.7 µM), for the others: at the top dose activity change, negative = inhibition, hits mostly inhibitors; Recombinant GPT2, coupled pyruvate oxidase/HRP Amplex Red fluorescence; actives 0.25% (n = 100,000); Q8TD30; note: potency is the fitted concentration of half-maximal effect; nearly all actives have a fitted effect of over 60% in size; many of its hits are not listed in these tables
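GPT2 10ng/uL, a-KG 250uM, L-Ala 2mM, HEPES pH7.5 + 0.0001% Tween; 30 min RT. Then Amplex mix (PO/HRP/ThPP), 30 min RT dark, fluorescence. AOA 50uM used as positive control.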
3T3 cytotox: NIH 3T3 cell cytotoxicity. NIH 3T3 viability, CellTiter-Glo ATP luminescence, 48-72 h. Potency, µM (titrated, usually from 96.7 µM), inactives show at the top dose activity change, negative = cytotoxicity, usual class: inhibitors. actives 4.3% (n = 94,000). AID 1345082; note: potency is the fitted concentration of half-maximal effect; nearly all actives have a fitted effect of over 55% in size
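ATP-dependent luminescence (CellTiter-Glo) served as the viability signal for NIH 3T3 cells treated with compound for 48 or 72 hr at 37 °C.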
FLuc inh: inhibitors of firefly (Photinus pyralis) luciferase; purified P. pyralis luciferase, luminescence, biochemical; Potency, µM (titrated, usually from 115 µM), for inactives: at the highest dose activity change, negative = inhibition, usual class: inhibitors; AID 1347043; actives 2.5% (n = 76,000); P08659; note: potency is the fitted concentration of half-maximal effect; nearly all actives have a fitted effect of over 65% in size
Target sequence (P08659 whole entry, looked up): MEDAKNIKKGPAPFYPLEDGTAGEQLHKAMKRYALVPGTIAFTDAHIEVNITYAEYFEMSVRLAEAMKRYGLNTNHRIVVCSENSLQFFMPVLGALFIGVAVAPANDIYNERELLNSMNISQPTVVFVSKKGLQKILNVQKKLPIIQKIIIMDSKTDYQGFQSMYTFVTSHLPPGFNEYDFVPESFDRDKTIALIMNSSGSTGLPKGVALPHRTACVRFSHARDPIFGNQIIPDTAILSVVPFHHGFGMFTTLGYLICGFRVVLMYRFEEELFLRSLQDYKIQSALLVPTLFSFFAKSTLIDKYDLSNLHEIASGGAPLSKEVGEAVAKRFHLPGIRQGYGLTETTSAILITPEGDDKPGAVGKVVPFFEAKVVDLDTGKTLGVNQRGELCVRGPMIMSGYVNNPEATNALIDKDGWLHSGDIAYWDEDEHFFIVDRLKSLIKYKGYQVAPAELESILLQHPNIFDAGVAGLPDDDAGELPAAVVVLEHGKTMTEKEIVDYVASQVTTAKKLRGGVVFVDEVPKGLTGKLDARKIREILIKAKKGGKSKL
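Purified 10nM P. pyralis luciferase with 10uM D-luciferin and 10uM ATP in 50mM Tris acetate pH 7.5, 10mM Mg acetate, 0.01% Tween-20, 0.05% BSA. qHTS titration; luminescence read by CCD imager.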
HEK cytotox: kills HEK 293 cells; actives 6.6% (n = 94,000); AID 1345083; HEK 293 viability, ATP luminescence (CellTiter-Glo), 48-72 h; Potency, µM (top dose mostly 115 µM), inactives show at the top dose activity change, negative = cytotoxicity, actives largely listed as inhibitors; note: potency is the fitted concentration of half-maximal effect; nearly all actives have a fitted effect of over 60% in size
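ATP-coupled CellTiter-Glo luminescence served as viability read-out, recorded 10 min after reagent addition at room temperature. HEK 293 cells, 250 cells/well, had been incubated with pintool-transferred compound for 48 or 72 hr at 37 degree Celsius.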
IP6K1 inh: blocks human inositol hexakisphosphate kinase 1 | activity change, % (series mostly up to about 58 µM) | Q92551 | IP6K1 kinase, ADP-Glo luminescence, 2 h; active compounds read low | actives 0.81% (n = 140,000); in the data active = activity change below about -25%
Target sequence (Q92551 whole entry, looked up): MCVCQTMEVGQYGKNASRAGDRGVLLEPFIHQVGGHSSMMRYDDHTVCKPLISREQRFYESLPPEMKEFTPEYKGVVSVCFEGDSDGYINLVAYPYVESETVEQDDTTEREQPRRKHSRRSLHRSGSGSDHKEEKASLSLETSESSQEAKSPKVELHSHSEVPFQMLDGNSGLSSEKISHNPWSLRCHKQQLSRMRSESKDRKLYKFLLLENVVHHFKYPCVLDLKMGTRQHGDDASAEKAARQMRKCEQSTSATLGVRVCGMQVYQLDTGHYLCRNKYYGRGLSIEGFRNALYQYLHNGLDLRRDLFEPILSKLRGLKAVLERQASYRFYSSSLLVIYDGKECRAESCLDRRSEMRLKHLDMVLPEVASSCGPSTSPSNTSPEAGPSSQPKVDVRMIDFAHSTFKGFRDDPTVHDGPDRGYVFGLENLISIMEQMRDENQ
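ADP-Glo luminescence measures ADP made by human IP6K1 during a 2 h RT reaction with ATP/IP6 (mix at 1.3 mM/130 uM); top library doses 57.5 and 19.1 uM final.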
* = called active by the depositor; i = inactive; u = inconclusive; x = not tested or not shown; [ ] = another dose, or the depositor's remark. Unless noted, calls come from the whole dose curve; as a rule, active = well fitted curve in the direction sought with a large enough effect; inconclusive = small, poorly fitted or top-dose-only effect, or another doubt; inactive = no such curve, though single readings can be large; an effect the other way counts as inactive or inconclusive. Unless noted, % is set by controls: 0 for no effect and ±100 for the full control effect.

[1] Cc1ccc(CNC(=O)c2cc(C3CC3)nc3c2c(C)nn3-c2cccc(Cl)c2C)cc1
[2] CC(=O)OC1CC(O)(C(C)C)C2C(OC(=O)c3ccc(O)cc3)C=C(C)C(=O)CC12C (configuration not stated)
[3] CCCOCCCNC(=O)c1c(C)noc1-c1ccccc1Cl
[4] CCc1nn(CCCC(=O)N2CCN(c3ccc(OC)cc3)CC2)c(=O)c2cc3occc3n12
[5] COc1ccc(OC)c(Nc2sc(C(=O)c3ccccc3)c(N)c2S(=O)(=O)c2ccccc2)c1
[6] COc1ccc(OC)c(NC(=O)CN2C(=O)NC(c3ccc(Cl)cc3)C3=C2COC3=O)c1 (configuration not stated)
[7] Cc1ccc(-n2cnc3cc(C(=O)NCc4ccc(F)cc4)ccc32)c(C)c1
[8] Cc1ccc(NC(=O)COc2ccc3oc4c(c3c2)CCCC4)cc1C

Screen / compound no.	1	2	3	4	5	6	7	8
SNCA expr inh	2%	x	u	17%	11%	-30%	-25%	2%
HEK293 viab	12%	-21%[23.9 µM]	11%	3%	3%	-3%	-21%	-9%
GPT2 inh	x	i	i	x	x	4%	x	x
3T3 cytotox	x	x	u	x	x	u	x	x
FLuc inh	x	x	-8%	x	x	3%	x	x
HEK cytotox	x	x	-16%	x	x	u	x	x
IP6K1 inh	-4	6	-9	-12	2	-7	-8	2

[9] Cc1cc2c(cc1NS(=O)(=O)c1ccc(F)cc1)n(C)c(=O)c(=O)n2C
[10] CCc1nn(CC(=O)N(C)Cc2ccccc2)c(=O)c2cc3sccc3n12
[11] CC(=O)c1ccc(NC(=O)c2cccc(NC(=O)N3CCSc4ncccc43)c2)cc1
[12] COc1ccc(-c2cc(N3CCCC(NC(=O)c4ccncc4)C3)n[nH]2)cc1 (configuration not stated)
[13] CN1c2cc(C(=O)N3CCOCC3)ccc2OCC1CC(=O)NC(C)(C)C (configuration not stated)
[14] CN[C@H]1[C@@H](O[C@@H]2[C@H](O[C@@H]3[C@@H](O)[C@@H](O)[C@@H](N=C(N)N)[C@@H](O)[C@@H]3N=C(N)N)O[C@H](C)[C@@]2(O)C=O)O[C@@H](CO)[C@@H](O)[C@H]1O
[15] Cn1nc2n(c1=O)CCN(C1CCSCC1)CC2
[16] O=C(c1ccc(C(F)(F)F)cc1)N1CCC(C(=O)N2CCC(c3nc4ncccc4[nH]3)C2)CC1 (configuration not stated)

Screen / compound no.	9	10	11	12	13	14	15	16
SNCA expr inh	-13%	26%	-20%	14%	3%	2%[17 µM]	5%	5%
HEK293 viab	7%	u	8%	4%	-6%	9%[12.5 µM]	-7%	7%
GPT2 inh	x	x	x	-17%	u	i	0%	4%
3T3 cytotox	x	x	x	4%	-12%	x	-2%	-26%
FLuc inh	x	x	x	13µM*	-6%	x	-1%	x
HEK cytotox	x	x	x	u	-7%	x	i	-21%
IP6K1 inh	6	-16	16	13	8	x	-7	-2

[17] Cc1ccc(NC(=O)c2ccc3nc(-c4ccncc4)oc3c2)cc1
[18] COc1ccc(C(=O)NCCC2CCN(C(=O)Nc3ccc(C)cc3)CC2)cc1
[19] CC(C)(C)C1CCc2c(sc3nc(-c4cc5cc(Cl)ccc5oc4=O)[nH]c(=O)c23)C1 (configuration not stated)
[20] COc1ccc(NC(=O)c2cc3c(N(C)Cc4ccccc4)nc(C)cn3n2)cc1OC
[21] CCSC1=NC2(CCN(C(=O)NC3CCCCC3)CC2)N=C1c1ccc(C)c(C)c1
[22] Cc1ccc(S(=O)(=O)N(C)Cc2cccc(C(F)(F)F)c2)cc1
[23] COc1ccc(-c2ccccc2C(=O)N2CCC(NC(=O)c3cccnc3)CC2)nn1
[24] CN1C(=O)c2cncnc2OCC1CNC(=O)Cc1cccs1 (configuration not stated)

Screen / compound no.	17	18	19	20	21	22	23	24
SNCA expr inh	1%[87.6 µM]	47%[activator]	1%	2%	-9%	-7%	x	9%[87.6 µM]
HEK293 viab	4%[87.6 µM]	2%	2%	u	-3%	-5%	x	5%[87.6 µM]
GPT2 inh	i	i	x	i	x	i	x	2%[88.5 µM]
3T3 cytotox	-16%[138 µM]	-21%	x	u	x	u	2%	-2%[138 µM]
FLuc inh	x	u	x	0%	x	8%	x	-1%[172 µM]
HEK cytotox	-10%[172 µM]	2%	x	u	x	u	i	u
IP6K1 inh	-12	-4	9	0	30	-4	-9	-12

[25] COc1ccc(C(=O)N2CCC3(CC2)C(OC)C(=O)N3CC2CC2)cn1 (configuration not stated)
[26] Cc1cn2nc(C(=O)Nc3ccccc3F)cc2c(N(C)Cc2ccccc2)n1
[27] Cc1ccc(-c2nc3ccccc3o2)cc1NC(=O)Cc1ccc(Cl)cc1
[28] CNC(=O)O[C@H]1COc2ccc(N3CCN(C4COC4)CC3)cc2[C@@H]1NC(=O)c1ccc(F)cc1
[29] CCN1C(=O)CCC2(C(=O)N3CCN(Cc4ccc5c(c4)OCO5)CC3)CCCC=C12 (configuration not stated)
[30] COc1cc(NC(=O)c2cc3n(n2)CC(c2ccc4c(c2)OCO4)OC3)c(OC)cc1Cl (configuration not stated)
[31] COc1ccc(N2CC3CCC(C2)N3Cc2cccc(-c3cccnc3)c2)cc1
[32] Cc1cc(CNC(=O)[C@@H]2CCC[C@@H](NC(=O)C(C)(C)C)CN(C)C(=O)C2)no1

Screen / compound no.	25	26	27	28	29	30	31	32
SNCA expr inh	u	-9%	17%	x	43%[activator]	3%	u	18%[87.6 µM]
HEK293 viab	0%	2%	11%	-6%	3%	8%	-2%	7%[87.6 µM]
GPT2 inh	i	4%	x	i	i	i	6.3µM*	-7%[88.5 µM]
3T3 cytotox	-6%	-27%	x	x	-27%	-1%	u	i
FLuc inh	8%	-14%	x	x	u	-9%	x	-7%[172 µM]
HEK cytotox	i	-27%	x	x	-24%	4%	40µM*	-5%[172 µM]
IP6K1 inh	20	-11	-4	12	2	17	11	6

Looked up one by one from the entries so far, six records:
[27] Cc1ccc(-c2nc3ccccc3o2)cc1NC(=O)Cc1ccc(Cl)cc1
[25] COc1ccc(C(=O)N2CCC3(CC2)C(OC)C(=O)N3CC2CC2)cn1 (configuration not stated)
[30] COc1cc(NC(=O)c2cc3n(n2)CC(c2ccc4c(c2)OCO4)OC3)c(OC)cc1Cl (configuration not stated)
[29] CCN1C(=O)CCC2(C(=O)N3CCN(Cc4ccc5c(c4)OCO5)CC3)CCCC=C12 (configuration not stated)
[31] COc1ccc(N2CC3CCC(C2)N3Cc2cccc(-c3cccnc3)c2)cc1
[32] Cc1cc(CNC(=O)[C@@H]2CCC[C@@H](NC(=O)C(C)(C)C)CN(C)C(=O)C2)no1

Screen / compound no.	27	25	30	29	31	32
SNCA expr inh	17%	u	3%	43%[activator]	u	18%[87.6 µM]
HEK293 viab	11%	0%	8%	3%	-2%	7%[87.6 µM]
GPT2 inh	x	i	i	i	6.3µM*	-7%[88.5 µM]
3T3 cytotox	x	-6%	-1%	-27%	u	i
FLuc inh	x	8%	-9%	u	x	-7%[172 µM]
HEK cytotox	x	i	4%	-24%	40µM*	-5%[172 µM]
IP6K1 inh	-4	20	17	2	11	6

New compounds follow.
[33] O=C(Nc1ccccc1)N(Cc1c[nH]c2ccccc12)C1CCCCCC1
[34] Cc1ccc(NC(=O)C2CCN(C(=O)c3ncn4c3COC(c3ccc(F)cc3)C4)CC2)c(C)c1 (configuration not stated)
[35] COc1cccc(-n2c(SCC(=O)c3ccccc3)nc3c([nH]c4ccccc43)c2=O)c1
[36] CCOCCCNC(=O)c1cc2c(=O)[nH]c3ccccc3c2n1C
[37] CCCc1nn2c(=O)cc(COC(=O)c3cccs3)nc2s1
[38] CCC1CN(C(=O)N2CCC(C(=O)N3CCN(c4ccccc4)CC3)CC2)c2ccccc2O1 (configuration not stated)
[39] CCCCN(CC)CCNC(=O)Cn1cc2c(n1)-c1c(oc(C(=O)N3CCCC3)c1C)CC2
[40] CCOC(=O)N1CCN([N+]([O-])=NOc2cc(ON=[N+]([O-])N3CCN(C(=O)OCC)CC3)c([N+](=O)[O-])cc2[N+](=O)[O-])CC1

Screen / compound no.	33	34	35	36	37	38	39	40
SNCA expr inh	18%	-1%	-9%	43%[activator]	114%[activator]	-9%	20%	-1%
HEK293 viab	6%	2%	0%	3%	-2%	6%	-27%	6%
GPT2 inh	x	-7%	x	x	x	x	x	i
3T3 cytotox	x	i	x	x	x	x	x	x
FLuc inh	x	35µM*	x	x	x	x	x	x
HEK cytotox	x	1%	x	x	x	x	x	x
IP6K1 inh	-1	2	12	39	-4	7	16	x

Part of the list above in order of heavy-atom count, descending.
[34] Cc1ccc(NC(=O)C2CCN(C(=O)c3ncn4c3COC(c3ccc(F)cc3)C4)CC2)c(C)c1 (configuration not stated)
[38] CCC1CN(C(=O)N2CCC(C(=O)N3CCN(c4ccccc4)CC3)CC2)c2ccccc2O1 (configuration not stated)
[35] COc1cccc(-n2c(SCC(=O)c3ccccc3)nc3c([nH]c4ccccc43)c2=O)c1

Screen / compound no.	34	38	35
SNCA expr inh	-1%	-9%	-9%
HEK293 viab	2%	6%	0%
GPT2 inh	-7%	x	x
3T3 cytotox	i	x	x
FLuc inh	35µM*	x	x
HEK cytotox	1%	x	x
IP6K1 inh	2	7	12

New compounds follow
[41] CCc1ccc(NC(=O)CSc2nc(-c3ccccc3)no2)cc1
[42] O=C1[C@@H]2C[C@@H](CN2CC2CC2)Oc2ccccc2N1Cc1cccnc1
[43] CCc1nc2c(c(-c3ccc(Cl)cc3)n1)CN(C(=O)c1ccccc1C)CC2
[44] COCC(=O)N[C@H](C)c1c(-c2ccc(F)cc2)noc1C(=O)O
[45] C=CCNC(=O)Cc1ccc(N(Cc2ccccc2)C(=O)c2ccco2)cc1
[46] CN1CCSc2ccc(C(=O)NCc3ccccc3F)cc21
[47] COc1cccc(C(=O)N2c3nc(-c4ccco4)nn3C3(CCCCC3)[C@@H]3CCCC[C@@H]32)c1
[48] Cc1ccc(CNC(=O)CCc2cn(Cc3ccc(C)cc3)c3ccccc23)cc1
[49] Cc1cc(C)cc(C(=O)Nc2cccc(-c3nnc4n3CCCC4)c2)c1
[50] N#Cc1ccc(CN2CCC(N3CCCOC3=O)CC2)cc1

Screen / compound no.	41	42	43	44	45	46	47	48	49	50
SNCA expr inh	48%[activator]	-5%[87.6 µM]	-1%	12%[87.6 µM]	2%	85%[activator]	-22%	-14%	2%	-23%
HEK293 viab	-13%	2%[87.6 µM]	-2%	-3%[87.6 µM]	9%	12%	u	8%	14%	0%
GPT2 inh	x	0%[88.5 µM]	3%	-10%[88.5 µM]	i	x	x	x	2%	2%
3T3 cytotox	x	-23%[174 µM]	u	i	-20%	x	x	x	u	-18%
FLuc inh	x	-4%[172 µM]	9%	-3%[172 µM]	-5%	x	x	x	-6%	x
HEK cytotox	x	u	u	i	u	x	x	x	u	-30%
IP6K1 inh	4	2	-7	5	-4	-8	7	26	-7	-4

A portion of the library; rates above refer to the full screens.
